# Compound activity (PubChem)
# FUS suppressor – FUS proteinopathy suppression in yeast; S. cerevisiae FUS-expressing, growth rescue, OD600, 24 h; Potency, µM (series often up to 76.6 µM), for inactives: at the top dose growth rescue (activation), hits mostly activators; 390,000 compounds, 0.24% hits; AID 1347120;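 also: potency is read from the fitted curve at half-maximal effect; plate controls were DMSO vehicle for no effect and reference control for full effect; nearly all actives have a fitted effect of over 55% in size; some results filed as inactive show a strong effect at the top dose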
#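 Quantitative HTS measuring growth restoration of FUS-toxic yeast. Galactose-induced cells (OD 0.005) were exposed 24hr at 30C to compounds at several concentrations, then absorbance at 600 nm was recorded.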
# PI5P4Ka inh – blocks human PI5P4K alpha kinase activity; P48426; PI5P4Kalpha enzyme, ADP-Glo luminescence, 60 min; hits give low values; 330,000 compounds, 1.2% hits; max response, %; active = max response of -50% or lower; inconclusive = between -30% and -50%; inactive = -30% or higher; also: value at the top dose of about 77 µM; % is scaled to controls: 0 for no effect and ±100 for the full control effect
# Target sequence (P48426 whole entry, looked up): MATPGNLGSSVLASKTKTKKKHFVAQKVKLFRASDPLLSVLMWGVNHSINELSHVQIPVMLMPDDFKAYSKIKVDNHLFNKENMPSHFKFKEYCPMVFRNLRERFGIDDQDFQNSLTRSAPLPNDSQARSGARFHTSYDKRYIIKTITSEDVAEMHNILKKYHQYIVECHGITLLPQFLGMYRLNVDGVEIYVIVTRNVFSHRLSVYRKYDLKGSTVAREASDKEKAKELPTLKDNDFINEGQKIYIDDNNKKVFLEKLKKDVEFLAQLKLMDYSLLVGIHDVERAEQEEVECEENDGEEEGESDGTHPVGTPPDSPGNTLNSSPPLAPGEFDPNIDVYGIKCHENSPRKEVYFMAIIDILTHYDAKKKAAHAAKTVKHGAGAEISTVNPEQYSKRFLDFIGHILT
#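 Reactions run in 0.038 M HEPES pH 7.4, 0.28 mM EGTA, 0.1% CHAPS and 5% DMSO, with PI5P4Kalpha, substrate, compound and 5 microM ATP final, one hour at room temperature. Readout is ADP-Glo luminescence.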
# aSyn rescue – rescues yeast growth from alpha-synuclein toxicity | Yeast expressing alpha-synuclein, growth rescue, BacTiter-Glo, 24 h | Potency, µM (titrated, usually from 46.1 µM), inactives show at the top dose growth rescue (activation), most hits filed as activators | 370,000 compounds, 0.14% hits | AID 652106; also: potency is read from the fitted curve at half-maximal effect; % of control where 0% means no effect; nearly all actives have a fitted effect of over 65% in size
#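 Screening used galactose-induced yeast with toxic alpha-synuclein levels, exposed to compound for 24 hr at 30 deg C. Cell growth, read with BacTiter-Glo luminescence, gave the measured signal.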
# PLK1 PBD inh – PLK1 (human) polo-box domain binding inhibition. Potency, µM, without a hit: max response, negative = inhibition, hits mostly inhibitors. AID 720504. 360,000 compounds, 2.8% hits. P53350. Plk1 PBD binding of FITC phosphopeptide, fluorescence polarization; also: potency is read from the fitted curve at half-maximal effect; series mostly up to about 57 µM; % is scaled to controls: 0 for no effect and ±100 for the full control effect; nearly all actives have a fitted effect of over 65% in size
# Target sequence (P53350 whole entry, looked up, the tested form may be a part): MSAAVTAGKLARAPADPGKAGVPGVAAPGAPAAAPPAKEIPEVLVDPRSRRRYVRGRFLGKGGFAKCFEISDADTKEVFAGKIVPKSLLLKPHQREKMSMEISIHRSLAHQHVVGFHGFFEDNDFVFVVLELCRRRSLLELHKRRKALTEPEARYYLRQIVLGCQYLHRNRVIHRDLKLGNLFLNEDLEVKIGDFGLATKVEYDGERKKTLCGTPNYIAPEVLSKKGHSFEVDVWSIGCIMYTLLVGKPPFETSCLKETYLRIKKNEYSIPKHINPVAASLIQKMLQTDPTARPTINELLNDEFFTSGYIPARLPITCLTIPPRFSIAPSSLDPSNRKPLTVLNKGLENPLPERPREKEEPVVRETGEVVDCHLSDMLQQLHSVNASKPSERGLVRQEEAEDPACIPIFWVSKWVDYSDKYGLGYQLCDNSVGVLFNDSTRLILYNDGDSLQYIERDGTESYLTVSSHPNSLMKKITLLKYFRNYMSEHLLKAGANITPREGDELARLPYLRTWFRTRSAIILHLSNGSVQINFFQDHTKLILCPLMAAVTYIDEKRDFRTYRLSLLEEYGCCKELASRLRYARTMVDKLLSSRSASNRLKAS
# EPAC1 antag – EPAC1 (human) antagonism; O95398; EPAC1 GEF assay, Rap1b-BODIPY-GDP exchange fluorescence; 360,000 compounds, 0.14% hits; AID 720709; Potency, µM (highest dose often 115 µM), for inactives: at the highest dose activity change, negative = inhibition, most hits filed as inhibitors;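 also: potency is read from the fitted curve at half-maximal effect; plate controls were vehicle for no effect and positive control for full effect; nearly all actives have a fitted effect of over 50% in size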
# Abeta yeast res – restores growth of yeast expressing A-beta42 peptide | yeast expressing A-beta42, growth rescue, OD600, 48 h; response scale: 0% DMSO, 100% iron-clioquinol control | Potency, µM (titrated, usually from 46.1 µM), inactives show at the highest dose growth rescue, usual class: activators | 410,000 compounds, 0.063% hits | AID 1347071; also: potency is read from the fitted curve at half-maximal effect; nearly all actives have a fitted effect of over 55% in size
#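 Yeast A-beta toxicity model in growth medium with pinned compounds, 48 h at 30 C; growth read as absorbance at 600 nm. Normalized to FeCl3/clioquinol equimolar mix (positive) and DMSO (negative).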
# WRN inhibitor – WRN helicase (human) inhibition. 360,000 compounds, 0.46% hits. WRN helicase unwinding, fluorescent forked duplex, kinetic. Potency, µM (highest dose often 114 µM), for inactives: at the top dose activity change, negative = inhibition, usual class: inhibitors; also: potency is read from the fitted curve at half-maximal effect; % is scaled to controls: 0 for no effect and ±100 for the full control effect; nearly all actives have a fitted effect of over 55% in size
#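 Primary qHTS, 1536-well format. 20 nM WRN + compound, 15 min RT; start with 100 nM forked fluorophore/quencher duplex, 2 mM ATP (final); kinetic read ex 525/em 598 nm.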
# IL2 activator – activates IL-2 in a cell-based reporter assay | IL-2 activation reporter assay, cell-based qHTS; stimulated with anti-CD3/CD4/CD28 beads; in transgenic mouse T cells | activation, % (series mostly up to about 46 µM) | 360,000 compounds, 0.065% hits; in the data active = activation above about 50%; inconclusive = mostly about 30% to 49%; also: 0% is about no effect
#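 Readout is EGFP and DsRed signal by fluorescent plate cytometry after 18 h at 37 degrees C. Transgenic mouse T cells (750/well) received compound for 60 min before bead stimulation (anti-CD3, anti-CD4, anti-CD28); memory T cells served as non-tolerant control.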
# EPAC1 ag – activates human EPAC1 exchange factor. EPAC1 agonist qHTS, biochemical assay; response scale: 100% = response to 6.5 mM cAMP. Potency, µM (series often up to 154 µM), inactives show at the highest dose activation, usual class: activators. AID 720707. 360,000 compounds, 0.073% hits; also: potency is read from the fitted curve at half-maximal effect; nearly all actives have a fitted effect of over 60% in size
#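 Fluorescent GDP-exchange assay: 100 nM EPAC1 with 250 nM Rap1B preloaded with BODIPY-GDP and 50 uM GDP; compounds tested as concentration series, 5 min at room temperature, then read every 5 min for 30 min (ex 480/em 540 nm); normalized to 6.5 mM cAMP.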
# Numbers without * were called inactive; ? = inconclusive; · = not tested or not shown; [ ] = dose if it differs, or a comment. Unless noted, calls follow the shape of the dose curve; as a rule, active = well fitted curve in the direction sought with a large enough effect; inconclusive = small, poorly fitted or top-dose-only effect, or another doubt; inactive = no such curve, though single readings can be large; an effect the other way counts as inactive or inconclusive.
SMILES,FUS suppressor,PI5P4Ka inh,aSyn rescue,PLK1 PBD inh,EPAC1 antag,Abeta yeast res,WRN inhibitor,IL2 activator,EPAC1 ag
CN1CCN(c2ccc([N+](=O)[O-])cc2NC(=O)c2ccccc2)CC1,-12%,·,4%,-7%,2%,1%,-3%,0.0,6%
CCC(C)CCN1C(N(C)C)=NC[C@@H]1Cc1ccccc1 (stereo not given in full),-27%,2,1%,-23%,-2%,-9%,8%,-0.5,-15%
Cc1nn(-c2ccc(N3CCOCC3)nn2)c(C)c1CCC(=O)N1CCN(C)CC1,-20%,1,1%,-6%,2%,5%,4%,-2.4,8%
Cc1cc(=O)[nH]c(N/N=C/c2ccc(C)o2)n1,·,-3,1%,6%,5%,1%,-5%,-0.8,5%
CC1(C)OC(=O)C=C[C@]2(C)[C@H]3CC[C@@]4(C)[C@H](C(=O)O)OC(=O)[C@H]5O[C@]54[C@]3(C)C(=O)C[C@@H]12,-29%,-1,0%,3%,-21%,-4%,10%,0.2,-8%
COc1ccc(S(=O)(=O)N2CCOCC2)cc1NC(=O)CCCOc1ccccc1,·,-1,4%,0%,0%,-7%,3%,-4.3,-11%
Cc1nc(-c2ccccc2)sc1C(=O)/C=C/c1ccc(Cl)cc1,-12%,2,7%,-5%,-15%,9%,-17%,-0.3,14%
COc1ccc(Br)c(C(=O)Nc2nc3ccccc3[nH]2)c1,1%,1,1%,-12%,6%,-9%,9%,-0.2,2%
COC(=O)c1[nH]c2ccc(C)cc2c1NC(=O)CN1CCCc2ccccc21,?,-24,-10%,-2%,-11%,-8%,-36%,-3.6,8%
Cc1cccc(NCc2nc3ccccc3n2C)c1,11%,·,3%,-9%,17%,5%,-1%,0.5,5%
NS(=O)(=O)c1ccc(CCNC(=O)c2ccc(NS(=O)(=O)c3ccc4[nH]c(=O)[nH]c4c3)cc2)cc1,·,4,0%,0%,-1%,?,-4%,0.3,-5%
CCN(CC)S(=O)(=O)c1cccc(NC(=O)COC(=O)C2COc3ccccc3O2)c1 (stereo not given),-2%,-6,5%,-13%,-12%,16%,-10%,-0.6,6%
CCN(CC)c1ccc(NC(=O)OC)cc1,-2%,-10,-6%,-1%,-3%,21%,-6%,-0.4,-1%
CN1CCN(NC(=O)Nc2ccc(Br)cc2)CC1,-8%,7,-2%,-13%,9%,11%,8%,0.9,8%
CC1CC(C)CN(S(=O)(=O)c2ccc(NC(=O)CCN3C(=O)C4CC=CCC4C3=O)cc2)C1 (stereo not given),9%,2,2%,-3%,2%,-10%,-5%,-0.3,9%
CC(C)C[C@H](NC(=O)c1[nH]cnc1C(=O)N[C@@H](C)C(=O)OC(C)(C)C)C(=O)OC(C)(C)C,?,4,-5%,5%,?,13%,-13%,-2.8,-30%
CC(Oc1ccc(F)cc1)C(=O)Nc1cccc(S(=O)(=O)N(C)c2ccccc2)c1 (stereo not given),?,-2,6%,4%,-13%,3%,10%,-1.9,8%
O=C(Nc1ccccc1)c1cc(N2CCOCC2)nc2ccccc12,16%,2,1%,-5%,15%,-3%,-10%,0.0,-2%
CCN(CC(=O)NCc1ccc(Cl)cc1)C(=O)c1ccc(S(=O)(=O)N(C)C)cc1,5%,2,0%,-14%,4%,-7%,2%,2.1,3%
O=S(=O)(Nc1ccc(S(=O)(=O)Nc2nccs2)cc1)c1ccc(Br)cc1,19%,-6,2%,-9%,?,-1%,2%,0.3,-8%
COc1ccc(NC(=O)/C=C/c2ccc(OC)c(OC)c2)cn1,6%,2,-47%[inhibitor],4%,12%,-4%,-7%,1.4,10%
CC(C)CCN1CCN(Cc2ccc(N3CCNC3=O)cc2)CC1CCO (stereo not given),22%,-2,-6%,-5%,8%,·,-2%,0.0,-11%
CCOc1ccc(C(C(=O)NCC2CCCO2)N(C(=O)c2snc(C(N)=O)c2N)c2cccc(F)c2)cc1 (stereo not given),16%,10,7%,0%,-1%,5%,-5%,-0.3,-15%
CCOC(=O)Cn1c(=O)oc2cc(S(=O)(=O)N3CCC(N4CCCCC4)CC3)ccc21,-24%,4,1%,-7%,9%,6%,-4%,-0.6,8%
O=C(COC(=O)/C=C/C(=O)OCC(=O)Nc1ccccc1F)Nc1ccccc1F,-21%,-5,-2%,-12%,-15%,·,-12%,-0.4,-5%

# (next part)
SMILES,FUS suppressor,PI5P4Ka inh,aSyn rescue,PLK1 PBD inh,EPAC1 antag,Abeta yeast res,WRN inhibitor,IL2 activator,EPAC1 ag
COc1ccc(N2CCN(C(=S)Nc3cccc(C)c3)CC2)cc1,6%,·,1%,-7%,10%,9%,-1%,0.9,3%
O=C1c2cccnc2C(O)N1Cc1ccccc1 (stereo not given),27%,·,-1%,-5%,8%,6%,-4%,-1.1,4%
Cc1cc(S(=O)(=O)Nc2c(C)ccc3nsnc23)ccc1F,7%,·,9%,-8%,-11%,-1%,-14%,5.6,5%
CCOC(=O)c1ccc(NC(=O)c2nc[nH]c2C(=O)N(C)CCO)cc1,-19%,0,-1%,-1%,-7%,11%,-5%,3.4,1%
COc1ccc(CN2C(=O)C(CC(=O)NC3CC3)CC(C(=O)N(C)C)=C2C)cc1 (stereo not given),-1%,-9,-6%,-6%,-12%,-9%,7%,0.2,-10%
Cc1nn(C)cc1/C=N/NC(=O)c1ccc2c(c1)OCO2,9%,-2,-1%,1%,-11%,6%,1%,-0.2,0%
O=C(c1ccco1)N1N=C(c2ccccc2)CC1c1ccc2nccnc2c1 (stereo not given),7%,-9,14%,0%,-2%,11%,-25%,-0.4,5%
C[C@@H](C(=O)NCc1c(F)cccc1Cl)N1C(=O)N2CCc3c([nH]c4ccccc34)[C@@]2(C)C1=O,30%,-1,5%,-4%,-15%,15%,-9%,-0.7,-4%
O=C(NC1CCCCC1)c1cc(S(=O)(=O)N2CCCC2)ccc1Cl,5%,-2,3%,-10%,2%,4%,8%,0.0,10%
Nn1c(SCC(=O)NCC2CCCO2)nnc1-c1ccc(OC(F)F)cc1 (stereo not given),4%,-1,-2%,-8%,-10%,-6%,3%,-1.0,-1%
CCn1cnc2c(Nc3cccc(Cl)c3)nc(C#N)nc21,-24%,·,·,·,1%,-12%,·,-0.1,6%
CCOc1ccc2nc(NS(=O)(=O)c3ccc(NC(C)=O)cc3)sc2c1,6%,0,4%,-1%,-7%,11%,-9%,-1.7,0%
Cc1cc(C)c2c(n1)sc1c(N3CCCCC3)ncnc12,21%,6,-9%,-7%,22%,-34%,-2%,-1.6,5%
O=C(CN1C(=O)c2ccccc2C1=O)OCC(=O)N1CCCCC1,7%,-7,-4%,-4%,-3%,0%,?,-0.2,4%
Nc1nonc1-n1nnc(C(=O)N/N=C/c2ccc(Br)cc2)c1CN1CCOCC1,0%,-1,5%,-3%,13%,-13%,1%,1.3,-12%
CCOC(=O)C1CCCN(C(=O)c2c(-c3ccccc3Cl)noc2C)C1 (stereo not given),14%,-7,5%,-10%,7%,17%,0%,-1.3,-1%
Cc1ccc(CSCC(=O)Nc2cc(S(=O)(=O)N3CCOCC3)ccc2OC(C)C)cc1,28%,0,-2%,1%,-4%,9%,-6%,2.2,5%
COc1ccccc1-c1ccc(SCC(=O)NC2CCCCC2)nn1,·,-3,0%,-3%,10%,8%,-6%,-0.8,-2%
O=C(Cc1ccccc1)NCC(=O)OCc1ccccc1F,24%,0,1%,-5%,-16%,5%,5%,-2.6,3%
C#CCOCCOCCOCCNc1nc(N2CCN(C(=O)C([C@@H](C)O)n3cc([C@@H](N)CCCCN)nn3)CC2)nc(N2CCN(C(=O)[C@H](CCCN=C(N)N)n3cc(C(N)[C@@H](C)CC)nn3)CC2)n1 (stereo not given in full),-12%,-2,-1%,-11%,2%,-13%,-22%,-0.7,10%
O=C(NCC(=O)N(c1ccccc1)C(C(=O)NC1CCCC1)c1cccnc1)c1ccco1 (stereo not given),18%,1,0%,-6%,-4%,1%,1%,-0.9,0%
COC(=O)c1cn(NC(=O)c2cccc(F)c2)c(=O)c2ccccc12,2%,1,-7%,-8%,-2%,4%,-10%,1.7,1%

# Only IL2 activator and WRN inhibitor (four entries from above):
canonical_smiles	IL2 activator	WRN inhibitor
O=C1c2cccnc2C(O)N1Cc1ccccc1 (stereo not given)	-1.1	-4%
Cc1cc(S(=O)(=O)Nc2c(C)ccc3nsnc23)ccc1F	5.6	-14%
CCOC(=O)c1ccc(NC(=O)c2nc[nH]c2C(=O)N(C)CCO)cc1	3.4	-5%
COc1ccc(CN2C(=O)C(CC(=O)NC3CC3)CC(C(=O)N(C)C)=C2C)cc1 (stereo not given)	0.2	7%

# Compound profiles, from the list above:
# `Cc1ccc(CSCC(=O)Nc2cc(S(=O)(=O)N3CCOCC3)ccc2OC(C)C)cc1` as listed: FUS suppressor: 28%; PI5P4Ka inh: 0; aSyn rescue: -2%; PLK1 PBD inh: 1%; EPAC1 antag: -4%; Abeta yeast res: 9%; WRN inhibitor: -6%; IL2 activator: 2.2; EPAC1 ag: 5%
# `C#CCOCCOCCOCCNc1nc(N2CCN(C(=O)C([C@@H](C)O)n3cc([C@@H](N)CCCCN)nn3)CC2)nc(N2CCN(C(=O)[C@H](CCCN=C(N)N)n3cc(C(N)[C@@H](C)CC)nn3)CC2)n1` (stereo not given in full) as listed: FUS suppressor: -12%; PI5P4Ka inh: -2; aSyn rescue: -1%; PLK1 PBD inh: -11%; EPAC1 antag: 2%; Abeta yeast res: -13%; WRN inhibitor: -22%; IL2 activator: -0.7; EPAC1 ag: 10%

# Quoted from the listing.
# COc1ccccc1-c1ccc(SCC(=O)NC2CCCCC2)nn1 – EPAC1 ag = -2%
# Cc1cc(S(=O)(=O)Nc2c(C)ccc3nsnc23)ccc1F – PLK1 PBD inh = -8%
# C[C@@H](C(=O)NCc1c(F)cccc1Cl)N1C(=O)N2CCc3c([nH]c4ccccc34)[C@@]2(C)C1=O – EPAC1 ag = -4%
